SIRT5 inh – sirtuin-5 (human) deacylase inhibition | Q9NXA8 | Purified SirT5, succinyl-peptide AMC, trypsin-coupled fluorescence | inhibition, % at 15 µM | actives 1.1% (n = 330,000) | AID 652115; in the data active means inhibition above about 15%; inconclusive means no clear call, values can overlap the other calls
PglD inh – PglD (C. jejuni) enzyme inhibition. AID 602405. actives 0.098% (n = 360,000). inhibition, % at 12.5 µM. purified PglD enzyme, DTNB colorimetric CoA detection; in the data active means inhibition above about 16%, passing the limit was not always enough; inconclusive means no clear call, values can overlap the other calls; further: strong numbers were not always called active
E-sel inducer – E-selectin induction on HUVECs | P16581 | HUVEC E-selectin immunofluorescence imaging; normalized: neutral wells 0, TNF-alpha wells 100 | activation, % at 7.58 µM | actives 0.37% (n = 260,000) | AID 686992;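 active means mean E-selectin-positive cell signal at least 10% of the positive control, reached in at least 60% of replicates, without over 20% cell loss; inconclusive means no rule given, readout overlaps actives, possibly toxicity-flagged; inactive means the rest, including those meeting only one limit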;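 further: in these data hits start at about 27%; measured in HUVEC primary endothelial cells; signal is the percent of cells scored E-selectin positive by PE staining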
Target sequence (P16581 whole entry, looked up): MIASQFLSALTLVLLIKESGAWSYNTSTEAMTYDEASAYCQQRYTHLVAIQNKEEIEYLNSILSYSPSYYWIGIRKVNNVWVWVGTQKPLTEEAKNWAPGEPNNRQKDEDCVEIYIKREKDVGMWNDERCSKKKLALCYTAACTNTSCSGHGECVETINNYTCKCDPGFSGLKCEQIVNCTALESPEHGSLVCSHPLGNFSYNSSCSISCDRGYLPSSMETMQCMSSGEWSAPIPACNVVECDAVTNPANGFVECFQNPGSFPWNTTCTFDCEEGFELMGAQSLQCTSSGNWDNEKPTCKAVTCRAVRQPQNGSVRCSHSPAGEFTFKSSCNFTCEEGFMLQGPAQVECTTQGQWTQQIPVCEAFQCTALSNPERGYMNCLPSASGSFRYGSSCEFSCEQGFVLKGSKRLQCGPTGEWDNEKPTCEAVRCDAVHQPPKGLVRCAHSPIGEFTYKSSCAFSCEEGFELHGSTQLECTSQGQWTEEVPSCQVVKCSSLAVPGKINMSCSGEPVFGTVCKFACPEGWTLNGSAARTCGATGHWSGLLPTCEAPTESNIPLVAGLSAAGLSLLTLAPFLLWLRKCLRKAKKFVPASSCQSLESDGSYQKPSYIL
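Assay system: HUVEC, human umbilical vein endothelial cells / Amount: 3,000 HUVEC/well / Controls: TNF-alpha positive control, DMSO neutral control / Compound dosing: single concentration / Medium: EGM-2 over gelatin coat / Evaluation: percent E-selectin-positive cells / Signal: immunofluorescence imaging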
ERp5 inh – inhibitors of human ERp5; AID 651711; actives 0.05% (n = 350,000); inhibition, % at 9.99 µM; ERp5 insulin aggregation, absorbance 650 nm, 90 min; Q15084;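 active means mean replicate inhibition above about 25%, with every replicate also reaching it, limit read from the data, passing the limit was not always enough; inconclusive means only one of those two criteria met; inactive means neither criterion met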
Target sequence (Q15084 whole entry, looked up): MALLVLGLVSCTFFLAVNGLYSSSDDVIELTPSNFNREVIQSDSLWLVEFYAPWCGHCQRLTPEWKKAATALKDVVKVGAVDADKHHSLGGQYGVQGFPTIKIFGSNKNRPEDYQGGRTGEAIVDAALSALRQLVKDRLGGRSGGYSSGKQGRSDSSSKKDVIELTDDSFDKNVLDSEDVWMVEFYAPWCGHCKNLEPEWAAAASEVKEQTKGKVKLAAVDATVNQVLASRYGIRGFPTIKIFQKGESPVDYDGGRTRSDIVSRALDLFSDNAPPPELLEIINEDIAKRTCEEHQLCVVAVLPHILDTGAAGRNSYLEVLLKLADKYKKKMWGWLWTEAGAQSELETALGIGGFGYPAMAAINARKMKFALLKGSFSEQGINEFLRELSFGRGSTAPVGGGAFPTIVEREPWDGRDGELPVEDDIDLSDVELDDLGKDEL
DENV2 CPE rescue – DENV2-induced cell death inhibition; actives 1.7% (n = 350,000); CPE inhibition, % at 9.99 µM; AID 651640; DENV2-infected cells, cytopathic effect rescue, plate reader; in the data active means CPE inhibition above about 20%, passing the limit was not always enough; inconclusive means no clear call, values can overlap the other calls; tested in BHK-21 cells;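 further: 0% = median of neutral control wells and 100% = median of positive control wells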
Statin myotox sup – protects C2C12 myotubes from simvastatin toxicity; ATP luminescence, 48 h; scaled: DMSO 0, geranylgeraniol control 100; rescue of ATP level, % at 7.49 µM; actives 0.78% (n = 330,000); AID 602340;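 active means mean ATP rescue above about 67%, or every replicate alone reaching that limit, limit read from the data, passing the limit was not always enough; inconclusive means no clear call, values can overlap the other calls; inactive means mean under the limit and some replicate under it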;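 further: myotubes were challenged with 10 µM simvastatin during compound exposure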
S100A4 inh HTS – blocks human S100A4 binding to myosin IIA peptide; S100A4/TAMRA-MyoIIA peptide fluorescence polarization; inhibition, % at 10.7 µM; P26447; actives 0.14% (n = 360,000);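 active means mean inhibition of at least 70% across replicates, with every replicate also reaching that level; inconclusive means mean inhibition reaches 70% but some replicates fall short; inactive means mean inhibition below 70%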
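Compound dosing: one dose per compound; test system: human S100A4 monomer with TAMRA-labelled myosin IIA peptide; probe or stimulus: TAMRA-labelled myosin IIA heavy-chain peptide probe, 5 nM; medium: HEPES buffer with Ca2+, pH 7.2; schedule: 5 min incubation before reading; benchmarks: neutral control DMSO, positive control TFP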
Numbers without * were called inactive; ? = inconclusive; / = no result given; & = joins results of further samples. Some of the compounds tested, so the mix of outcomes need not match the whole.

Below each compound: SIRT5 inh	PglD inh	E-sel inducer	ERp5 inh	DENV2 CPE rescue	Statin myotox sup	S100A4 inh HTS
- O=C(CCC1(C(=O)O)CCC(=O)NC1)NCc1ccccc1 (stereo not drawn)
  -6	1	/	3	-2	3	0
- CCS(=O)(=O)Nc1ccc2c(c1)C(=O)N(C)C[C@H](OC)[C@H](C)CN(CC1CCCC1)[C@H](C)CO2
  /	0	0.1	/	/	22	/
- CC(C)c1ccc(S(=O)(=O)N2CCN(C(=O)c3ccncc3)CC2)cc1
  -4	-2	6.4	4	2	-11	0
- Cc1ccc(Cn2cc(CN3CC(N4CCN(C5CCN(C)CC5)CC4)CS3(=O)=O)nn2)cc1 (stereo not drawn)
  1	/	-0.3	4	0	/	-5
- CC(C)(C)C1=CC(CC(N)=O)(C(C)(C)C)OC1=O (stereo not drawn)
  /	/	-0.1	-5	9	/	30
- COc1ccc(/C(N)=N/OC(=O)CCC2CCCC2)cc1
  0	5	/	6	-3	-13	9
- Cc1ccc2c(c1)NC(=O)C(CC(=O)NCCCN1CCCCC1C)O2 (stereo not drawn)
  /	0	/	0	2	5	42
- Cc1ccc(S(=O)(=O)Nc2cc(C)cn(Cc3ccc(F)cc3)c2=O)cc1
  0	7	/	-14	3	-4	-5
- C[C@@H]1CCCCO[C@@H](CN(C)S(=O)(=O)c2cccs2)[C@H](C)CN([C@H](C)CO)C(=O)c2cc(NC(=O)Cc3ccccc3)ccc2O1
  /	1	0.2	/	-14	/	/
- CCOC(=O)Cc1csc(N/N=C\c2cccc(Br)c2)n1
  -6	-4	1.2	5	6	-14	0
- Cc1cc(/C=C2\C(=N)N3N=C(S(C)(=O)=O)SC3=NC2=O)c(C)n1Cc1ccccc1
  2	/	/	0	-6	/	2
- Cc1ccc(C(=O)NCC(=O)N/N=C/c2cccs2)cc1C
  -6	-3	2.6	0	4	4	1
- COc1cccc(C(C[N+](=O)[O-])c2c(C)[nH]n(-c3ccccc3)c2=O)c1 (stereo not drawn)
  1	3	/	-2	16	-2	2
- CSc1nsc(NC(=O)Cc2ccccc2)n1
  -2	-3	/	-3	-1	-3	-5
- COc1ccc2c3c([nH]c2c1)[C@H](CO)N(Cc1nccs1)CC31CCN(Cc2cccnc2)CC1
  0	/	0.1	-2	2	/	15
- CCOc1ccc(N2C(=O)C(CC(=O)Nc3ccc(F)cc3)N(Cc3ccccn3)C2=S)cc1 (stereo not drawn)
  -5	/	-0.6	5	/	/	1
- CCC(=O)Nc1ccc2c(c1)C(=O)N(C)C[C@@H](OC)[C@H](C)CN(C(=O)Cc1cccnc1)[C@H](C)CO2
  -1	3	0.1	0	4	-7	6
- Cc1ccc(S(=O)(=O)N(C)C[C@H]2Oc3cc(C#CC4CCCC4)ccc3S(=O)(=O)N([C@H](C)CO)C[C@H]2C)cc1
  13&3&-1	1&1&-5	1.9&-0.3	2&0&1	-12&-7&3	-15&-9&2	-13&3&2
- COCc1cc(C)nc2sc(C(=O)N3CCN(c4ccccc4)CC3)c(N)c12
  -2	0	-0.8	-1	-5	1	2
- C[C@]12C(=O)N(c3ccc(C(F)(F)F)cc3)C(=O)N1[C@@H]1c3ccccc3OC[C@@H]1[C@H]2c1ccccc1
  /	-3	/	10	0	-8	-9
- COc1cccc(-c2cnc(C(O)c3c(C)cccc3C)[nH]2)c1 (stereo not drawn)
  /	9	-0.1	1	16	8	-1
- CC(C)CN(Cc1c(O)ccc2c3c(c(=O)oc12)CCC3)CC(C)C
  -100	/	/	-2	-5	/	1
- O=C(C[C@H]1C[C@@H]2c3cc(NC(=O)NC4CCCC4)ccc3O[C@@H]2[C@@H](CO)O1)NCC1CC1
  -1	-4	-0.1	3	3	-3	-1
- CCCC(=O)N1C[C@H]2[C@@H](c3ccccc31)[C@@H](CO)N2Cc1cocn1
  /	-2	0.2	/	/	6	/
- CC(=O)Nc1cccc(-c2cc(NC(C)=O)c3ncc(-c4ccc(C(C)=O)cc4)n3c2)c1
  -1	3	-0.1	2	/	-27	19
- CCN(CC)S(=O)(=O)c1ccc(N2CC(C(=O)NCc3ccc4c(c3)OCO4)CC2=O)cc1 (stereo not drawn)
  -3	0	2.6	7	-4	4	-11
- COc1ccc(CCNC(=O)C2CCCN2C(=O)Nc2ccc(C)cc2)cc1OC (stereo not drawn)
  -2	2	0.0	4	9	9	-3
- C[C@@H]1CN([C@H](C)CO)C(=O)c2cc(C#CCc3ccccc3)cnc2O[C@@H]1CN(C)Cc1cccc(C(=O)O)c1
  1	-2	-0.2	-2	?	1	-3
- CN(C)NC(=S)NC1(C)CCS(=O)(=O)C1 (stereo not drawn)
  -4	0	6.4	5	1	-4	-9
- Cn1cnnc1SCC(=O)NCCc1ccc(Cl)cc1Cl
  -5	/	1.8	-7	1	/	2
- CC(=O)c1cccc(NC(=O)CCc2nnc3ccc(N4CCOCC4)nn23)c1
  1	-4	/	4	-3	4	6
- CN1CCN(C(=O)[C@H]2[C@H](CO)[C@H]3Cn4c(cccc4=O)[C@H]3N2Cc2ccccc2F)CC1
  -2	6	-0.6	-1	2	2	40
- COCCCNC(=S)NNC(=S)NCCCOC
  -1	-2	0.0	4	-6	/	-2
- C/C(=N\Nc1nc(-c2ccc(C)cc2C)cs1)c1cc2ccccc2oc1=O
  0	/	0.3	-4	1	/	-1
- Cc1ccc(N2CC(C(=O)N3CCN(Cc4ccc5c(c4)OCO5)CC3)CC2=O)cc1 (stereo not drawn)
  -2	1	0.4	2	4	/	-1
- C=CCN(c1ccccc1C(=O)NCC(=O)O)S(=O)(=O)c1ccccc1C
  -2	3	/	-3	2	0	-1
- COc1cc(Cc2nc3ccccc3n2C(C)c2nc3ccccc3[nH]2)cc(OC)c1 (stereo not drawn)
  -1	/	2.1	5	7	/	1
- O=C(C[C@H]1CC[C@H]2[C@@H](COC[C@@H](O)CN2S(=O)(=O)c2cccc(Cl)c2)O1)Nc1ccc(-c2ccccc2)cc1
  19*	0	0.4	1	-4	9	2
- O=C(c1ccccc1Br)N(Cc1ccccc1)c1ccccc1
  -1	1	-0.1	3	3	-16	-2
- C[C@@H]1CCCCO[C@H](CN(C)CC2CC2)[C@H](C)CN([C@@H](C)CO)C(=O)c2cc(NC(=O)CCC(F)(F)F)ccc2O1
  0	-2	-0.1	-1	-4	/	8
- C[C@@H]1CN([C@H](C)CO)S(=O)(=O)c2ccc(C3=CCCC3)cc2O[C@@H]1CN(C)CC1CC1
  0	1	0.3	-5	2	-22	10
- Cc1ccccc1CCNC(=O)c1ccc(Cl)c(S(=O)(=O)N2CC(C)OC(C)C2)c1 (stereo not drawn)
  0	-4	-0.8	-2	-5	-8	-7
- O=C(NCc1ccccc1)[C@H]1CCCN1
  /	/	0.8	-2	?	/	1
- Cc1ccc(NC(=O)C(=O)NCc2ccccn2)cc1
  -5	/	/	-2	-5	/	-3
- C[C@@H]1CN([C@H](C)CO)C(=O)c2cc(NC(=O)C3CCCCC3)ccc2O[C@@H](C)CCCCO[C@H]1CN(C)C(=O)c1ccccc1
  -3	2	-0.1	0	-2	5	-19
- COc1ccc(-c2nn(-c3ccccc3)cc2/C=N/Nc2ccc3ccccc3n2)cc1OC
  0	/	/	8	-2	/	1
- CCCCCN(C(=O)CCC(=O)OCC(=O)Nc1cccc(CC)c1)c1c(N)n(CCCC)c(=O)[nH]c1=O
  8	/	/	2	-3	-2	-18
- CCc1nnc(NC(=O)CCC(=O)N2CCN(c3cc(C)ccc3C)CC2)s1
  18*	0	/	-20	-4	-3	-3
- O=C(O)c1ccc(N2C(=O)c3cccnc3C2=O)cc1
  -7	/	/	2	1	/	4
- CCCCn1c(N)c(S(=O)(=O)c2ccc(C)cc2)c2nc3ccccc3nc21
  2	/	-0.7	9	-4	/	-12
- O=C(C[C@@H]1CC[C@H](NC(=O)Nc2cc(F)ccc2F)[C@@H](CO)O1)NCc1ccc2c(c1)OCO2
  1	4	-0.2	-1	0	1	0
- CCOc1ncccc1C(=O)Nc1ccccc1N1CCOCC1
  -2	/	0.1	-9	5	/	-1
- Cc1ccc(S(=O)(=O)c2nc(S(=O)(=O)c3ccc(C)cc3)c(NCc3ccco3)s2)cc1
  7	/	/	4	-3	/	-3
- COC(=O)C1=NNC(C(=O)c2ccco2)C1c1ccc(OC)cc1 (stereo not drawn)
  0	-3	0.0	?	4	-4	-8
- CC(=O)N1CCC(O)(c2ccc3c(c2)OCO3)CC1
  -2	-2	-0.3	-3	3	17	-6
- COc1ccc(NC(=O)CSc2nnc(-c3cccnc3)s2)cc1
  2	-1	0.0	3	-10	16	4
- CC(=O)Nc1ccc(-n2nnnc2SCC(=O)NCc2cccs2)cc1
  0	/	/	-7	-2	/	-2
- COc1ccc2ccc(O)c(CN3CCN(S(=O)(=O)c4cc([N+](=O)[O-])ccc4C)CC3)c2c1
  -1	-4	/	-4	4	9	1
- CCN(CC(=O)Nc1ccc(NC(C)=O)cc1)C(=O)C1CCCN(C(=O)c2ccc(Cl)cc2)C1 (stereo not drawn)
  -2	/	0.1	-16	-10	1	-1
- CCCCN(C(=O)c1ccc([N+](=O)[O-])o1)c1c(N)n(CCCC)c(=O)[nH]c1=O
  0	/	/	2	6	/	-2

More records follow:
Below each compound: SIRT5 inh	PglD inh	E-sel inducer	ERp5 inh	DENV2 CPE rescue	Statin myotox sup	S100A4 inh HTS
- COc1ccccc1CNC(=O)c1ccc(NC2=NC3CS(=O)(=O)CC3S2)cc1 (stereo not drawn)
  0	4	/	-15	6	-14	-1
- CNC(=O)C[C@H]1CC[C@@H]2[C@H](COc3ccc(NC(=O)c4ccccc4Cl)cc3C(=O)N2C)O1
  8	2	0.0	0	-10	-17	7
- CC(C)N1CCN(C(=O)C2CCC(=O)N(CCc3cccc(F)c3)C2)CC1 (stereo not drawn)
  -1	6	-4.1	-15	-3	/	-1
- CC(=O)OC1c2c(ccc3ccc(=O)oc23)OC(C)(C)C1OC(=O)CC(C)C (stereo not drawn)
  /	0	/	/	/	3	-20
- CCOc1ccc(NC(=S)NC(=O)c2ccco2)cc1
  -5	-2	-0.2	1	-6	-43	-2
- CN(C(=O)C1CCCC1)C1CCS(=O)(=O)C1 (stereo not drawn)
  -6	2	-0.2	2	?	-4	-7
- COc1ccccc1C(=O)Nc1ccnn1C1CCN(C(=O)C(C)(C)C)CC1
  -1	3	/	-3	-1	-8	3
- C=CCc1cccc(CNc2ccc(S(=O)(=O)Nc3nccnc3OC)cc2)c1O
  -4	-4	/	2	16	4	-4
- CCOC(=O)c1cc(C#N)c(SCC(=O)OC)[nH]c1=O
  1	/	/	1	-1	11	-17
- COc1ccc(/C=C2\CC/C(=C\c3ccc(OC)c(OC)c3)C2=O)cc1OC
  /	4	-0.5	/	/	/	10
- CN(C)CC(=O)N1[C@H](C#N)[C@H](c2ccc(-c3ccc(C(=O)N(C)C)cc3)cc2)[C@H]1CO
  1	-3	0.1	1	37*	5	-2
- COc1ccc(/C=N/Nc2cc(C)nc(N3CCOCC3)n2)cc1OC
  7	6	/	1	2	/	10
- Cc1noc(C)c1NC(=O)Nc1ccc2c(c1)C(=O)N([C@H](C)CO)C[C@H](C)[C@@H](CN(C)S(=O)(=O)c1ccc(F)cc1)O2
  5	10	0.0&-0.1	4&4	14	22	-1&-3
- COc1cc(/C=N/Nc2ccccc2C(F)(F)F)ccc1O
  -1	/	-0.2	-5	4	/	3
- Fc1ccccc1C1CCN(Cc2nc(COc3ccccc3)no2)C1 (stereo not drawn)
  1	-3	0.2	-1	-2	-10	1
- COc1cc(NC(=S)NC(=O)c2ccccc2F)ccc1NC(=O)c1cccs1
  -2	-7	0.3	3	-1	-19	2

High-throughput results deposited in PubChem by Broad Institute.
